# Screening results deposited in PubChem by National Center for Advancing Translational Sciences (NCATS).
# KDM5B inhibitor: inhibitors of human KDM5B histone demethylase; Q9UGL1; KDM5B demethylase, FDH-coupled NADH fluorescence (FDH is formaldehyde dehydrogenase); Potency, µM (doses to about 57.7 µM), for inactives: top-dose activity change, negative = inhibition, most hits filed as inhibitors; 220,000 tested, 2.6% active; AID 1347165; active = well fitted inhibition curve with a large enough effect; inconclusive = small, poorly fitted or top-dose-only effect; inactive = no such curve, though single readings can be large or run the other way; note: 0% is about no effect; nearly all actives have a fitted effect of over 70% in size
#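 qHTS format, multiple compound concentrations. Buffer 50 mM HEPES pH 7.5/0.01% Tween-20; 200 nM KDM5BΔAP final; 10 min compound preincubation; substrate-mix levels 12.5 µM peptide, 25 µM α-KG, 0.25 mM NAD⁺; 30 min RT; ΔRFU.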
# * marks the source's active call; other numbers are inactive results; ? = inconclusive; [ ] = remark or other dose. Potency is the fitted concentration of half-maximal effect. Not all compounds are listed. The share of hits here may be higher or lower than overall.
SMILES | KDM5B inhibitor
O=C(CSc1nc2ccccc2c(=O)n1CCCN1CCOCC1)c1ccccc1 | -7%
O=C(CN1C(=O)CSc2ccccc21)NOCc1ccccc1 | 6%
COC(=O)CNC(=O)c1cc(C)ccc1C | -6%
Cc1ccc(NC(=O)c2nccnc2N)cc1C | -3%
COc1ccc(C(=O)NC2CCc3nn(CC4CC4)c(=O)n3CC2)c(C)c1 (stereo not drawn) | -24%
COc1ccc(NC(=O)CC2CCCCN(C)C2=O)c(OC)c1 (stereo not drawn) | ?
COc1ccc(Cl)cc1NC(=O)Cn1ccn2nc(-c3ccccc3)c(CO)c2c1=O | ?
COC(=O)c1nc[nH]c1C(=O)OC | 5%
Cc1ccc(NC(=O)CCc2c(C)c3ccc(C)cc3oc2=O)c(F)c1 | 6%
CCc1ccc2c(CN(C)CCOc3cccc(C)c3)cc(=O)oc2c1 | -22%
COP(=O)(OC)c1nc(-c2cccc([N+](=O)[O-])c2)oc1NCc1ccc(F)cc1 | 17%
Cc1nn(C(=O)CCC(=O)N2CCCC(c3nc(C4CCOCC4)no3)C2)c2ccccc12 (stereo not drawn) | ?
Cc1nc2ccc(C(=O)OCC(=O)N(C)c3ccccc3)cc2nc1C | -14%
CCOCC1(C)COc2ccc(C(=O)Nc3ccc(F)c(Cl)c3)cc2N1 (stereo not drawn) | ?
C[C@@H]1CN(C(=O)CN2CCN(c3ncccn3)CC2)C[C@@]1(O)C1CCC1 | ?
CCCSc1nc2c(c(=O)[nH]1)C(c1ccc(F)cc1F)CC(=O)N2 (stereo not drawn) | -8%
O=C(NCc1ccccc1)N1CCC(Oc2ncccc2C(=O)N2CCCCC2)C1 (stereo not drawn) | 33%
CCOC(=O)c1scc(-c2ccccc2)c1S(=O)(=O)Nc1cccc(CC)c1 | 0%
CC1CCCC(NC(=O)c2c(F)cccc2F)C1C (stereo not drawn) | 15%
O=C(NC1CCCCC1)c1ccc2c(c1)N(C(=O)c1ccc(F)cc1)CC2 | 0%
CSc1n[nH]c(NC(=O)c2c(-c3c(Cl)cccc3Cl)noc2C)n1 | 21%
Cc1c(Cl)cccc1S(=O)(=O)N(Cc1nccn1C)C1CC1 | 14%
O=Cc1ccc(OCCOc2ccc([N+](=O)[O-])cc2)cc1 | ?
Cc1sc2ncn(CC(=O)N(C)c3ccc(C(C)C)cc3)c(=O)c2c1S(=O)(=O)N1CCC(C)CC1 | -3%
O=C(c1ccccc1)N1CCn2c(nn(-c3ccncc3)c2=O)C1 | -8%[86.2 µM]

# A draw from above in order of molar mass, lowest first.
SMILES | KDM5B inhibitor
COC(=O)c1nc[nH]c1C(=O)OC | 5%
O=C(NC1CCCCC1)c1ccc2c(c1)N(C(=O)c1ccc(F)cc1)CC2 | 0%
CSc1n[nH]c(NC(=O)c2c(-c3c(Cl)cccc3Cl)noc2C)n1 | 21%
COP(=O)(OC)c1nc(-c2cccc([N+](=O)[O-])c2)oc1NCc1ccc(F)cc1 | 17%

# Reprinted at random: 2 entries already listed.
SMILES | KDM5B inhibitor
CCCSc1nc2c(c(=O)[nH]1)C(c1ccc(F)cc1F)CC(=O)N2 (stereo not drawn) | -8%
Cc1ccc(NC(=O)CCc2c(C)c3ccc(C)cc3oc2=O)c(F)c1 | 6%

# Continued.
SMILES | KDM5B inhibitor
Cc1cc(Nc2cccc(Cl)c2)nc2ccc(NC(=O)Cc3cccc(C(F)(F)F)c3)cc12 | ?
Cc1cccc(Oc2nccc(C(F)(F)F)c2C(=O)Nc2ccc(F)cc2F)c1 | 26%
O=C(NC1CCN(c2cc(-c3cccs3)[nH]n2)CC1)c1ccccc1Cl | ?
O=C(NC1CCN(c2cc(-c3cccs3)[nH]n2)C1)c1cc(Cl)ccc1F (stereo not drawn) | ?
Cc1cc(Nc2ccccc2C(=O)O)n(-c2cccc(Cl)c2)n1 | 14%
COc1ccc(-c2ccc(CCC(=O)O)n2-c2ccccc2O)cc1 | ?
CCNC(=S)NCc1ccccc1 | 22%
COc1ccc(NC(=O)Cn2c(C)cc3nc4n(c(=O)c32)CCC4)cc1OC | -17%
COc1ccc(-c2nc(CS(=O)(=O)CC(=O)NCCCN3CCOCC3)c(C)o2)cc1 | -23%
O=C1COc2ccc(-c3ccncc3)nc2CN1Cc1ccc(C(F)(F)F)cc1 | 40µM*
CNC(=O)c1ccc(-c2nc(CN3CCN(C(=O)Nc4ccccc4OC)CC3)c(C)o2)cc1 | -10%
CNC(=O)c1ccc(/C=C/C(=O)c2ccc(OCCC(C)C)cc2)cc1 | 1%
Cc1noc(C)c1S(=O)(=O)N1CCCC2(C1)Nc1cccnc1NC2=NC1CCCC1 (stereo not drawn) | 22µM*
CN1C(=O)CCC2(CNC(=O)C3CCC3)CCC=C12 (stereo not drawn) | 2%
O=C(Cc1cccc(F)c1)N1CCC2(CC1)N(c1ccccc1)C(=O)CS2(=O)=O | 5%
Cc1ccc(C(=O)N(Cc2ccccn2)C2CC2)s1 | 0%
CSc1ccc(-c2ccc3c(c2)C(=O)N2CCN(C(=O)CC(C)(C)C)C[C@@H]2C(=O)N3)cc1 | ?
O=C(c1nccc2ccccc12)N1CCc2nc3cc[nH]n3c(=O)c2C1 | ?
O=C(CSc1nc2ccccc2s1)Nc1cc(C(F)(F)F)cc(C(F)(F)F)c1 | -12%
CCOc1ccc(NC(=O)Cn2c(=O)c(CNc3ccccc3)cc3cc4c(cc32)OCCO4)cc1 | -61%
CCC(C)Nc1nc(-c2ccc(Cl)cc2)cs1 (stereo not drawn) | -1%
CCc1c(C)sc2c1CCN(Cc1ccccc1)C2c1ccccc1 (stereo not drawn) | ?
CS(=O)(=O)c1ccccc1NC(=O)COc1ccccc1C(N)=O | -1%
Cc1cccc(C)c1NC(=O)COc1ccc(S(=O)(=O)N2CCCC2)cc1C(N)=O | 6%
CN1CCN(C(C#N)c2ccc(O)cc2)CC1 (stereo not drawn) | 8%
CN1[C@@H](CCC(=O)N2CCC(O)CC2)CNC(=O)[C@@H]2[C@H]1CCN2Cc1ccc(F)cc1 | -16%[86.2 µM]
O=C([C@@H]1C[C@H](F)CN1S(=O)(=O)c1ccc(F)cc1F)N1CCCCC1 | -13%
CSCc1ccc(C(=O)Nc2ccc(C(F)(F)F)cc2)cc1 | 4%
COC1CCOC2(CCN(S(=O)(=O)c3cn(C)cn3)CC2)C1 (stereo not drawn) | 19%
O=C(CNC(=O)c1ccco1)NCC(=O)OCc1ccc(F)cc1 | 16%
COc1ccccc1N1CCN(CC[C@H]2CN(C(=O)C3CC3)CC[C@H]2CC(=O)O)CC1 | -6%[86.2 µM]
CCNC(=O)N1CCCC1C(=O)Nc1ccccc1-c1ccc(OC)cc1 (stereo not drawn) | 11%
Cc1ccc(C)c(CN2C(=O)CSc3ccc(C(=O)N4CCCC4)cc32)c1 | 18%
CCOc1ccccc1NC(=O)c1cnn2c(C(F)F)cc(-c3ccccc3)nc12 | -8%
ClC(Cl)(Cl)C1c2ccccc2Nc2ccccc21 | -14%
O=C(CCCn1cnc2ccccc2c1=O)N1CCCC2(CCNCC2)CC1 | -19%
CC(=O)N/N=C(/C)c1ccc(NC(=O)C2CC2)cc1 | ?
Cc1nc(-c2cccc(Cl)c2)n(Cc2ccc(C#N)cc2)c(=O)c1CCO | -20%
CNC(=O)[C@@H]1C[C@H](Oc2cccnc2)CN1C(=O)CCCc1ccccc1 | -22%
Cc1ccc2oc(C(=O)Nc3cccc(Oc4ccccc4)c3)cc(=O)c2c1 | 3%
O=C(Nc1c(NCc2ccccc2)c2ccccc2oc1=O)c1ccco1 | -29%
COc1ccc(NC(=O)N(Cc2nnc3n2CCCCC3)c2ccc(OC)c(Cl)c2)cc1 | 15%
Cc1csc(=O)n1CC(=O)OCC(=O)NNC(=O)c1ccccc1 | -12%
CC(C)CCN1CCCC2(C1)C(=NC1CCCC1)NC(=O)N2c1cccnc1 (stereo not drawn) | 27%[115 µM]
O=C(c1n[nH]c2c1CCCC2)N1CCc2nc3cc[nH]n3c(=O)c2C1 | ?
Cn1c(=O)c2c(nc(NCc3ccccc3)n2Cc2ccccc2Cl)n(C)c1=O | -6%
Cc1cc(/C=C(\C#N)C(=O)NCc2ccco2)c(C)n1-c1cccnc1 | 0%
Cc1ccc(Cl)cc1N1CCN(C(=O)C2CCCN(S(=O)(=O)c3ccc(Br)s3)C2)CC1 (stereo not drawn) | -15%
O=C(Nc1nccs1)c1sccc1-c1ccccc1 | 18%
Clc1ccccc1C1(c2ccnc(NCCc3ccccn3)n2)CCNCC1 | ?

# Following part:
SMILES | KDM5B inhibitor
Cc1csc2nc(CCNS(=O)(=O)c3ccccc3)cn12 | -7%
CSCCC(=O)N1CCC2(CCN(Cc3ccccn3)CC2)C(CO)C1 (stereo not drawn) | 7%
Cc1cc(C(=O)NCC2(COc3ccc(S(C)(=O)=O)cc3)C[C@@H](O)[C@@H](O)C2)no1 (stereo partly drawn) | -4%[86.2 µM]
COc1ccc(-c2nc(NC(=O)c3cc(F)cc(F)c3)n[nH]2)cc1OC | -8%
COc1ccc(-c2cc(=O)n3[nH]c(C(F)(F)F)nc3n2)cc1 | -11%
Cc1ccc(C(=O)NCCCN(C)CC(F)(F)F)cn1 | 24%
CN(C)CCNC(=O)c1cccnc1N1CC2CC(C1)[C@H]1CCCC(=O)N1C2 (stereo partly drawn) | ?
CCCNC(=O)c1ccc2c(c1)NC(=O)CS2 | 15%
COc1ccc(NC(=O)c2ccco2)cc1NC(=O)c1ccc(C)c(C)c1 | 6%
Cc1ccc(NC(=O)Cn2cccc2-c2nc(-c3ccc4c(c3)OCO4)no2)cc1C | 2%
CCCN(C(=O)NCc1noc2ccc(C)cc12)c1ccc(Cl)c(Cl)c1 | 18%
O=C(c1cc(Cl)ccc1Cl)N1CCC(CN2CCOCC2)CC1 | 10%
COCC1CN(C2CCC2)CC12CCN(Cc1cnn(C(C)C)c1)CC2 (stereo not drawn) | ?
CCN(CC)c1ccc(C(=O)NCc2ccco2)cc1 | -4%
Nc1c(-c2nc(-c3ccc(Cl)cc3)no2)nnn1-c1ccc(C(F)(F)F)c(Cl)c1 | 7%
Cc1ccc(-c2cc3c(=O)n(CCNC(=O)c4nn(C)c5ccccc45)ccn3n2)cc1C | 22µM*
Cn1c(SCC(=O)Nc2nc3ccccc3s2)ncc(C(=O)Nc2ccc(F)cc2)c1=O | 2%
Cc1cc(C)cc(NS(=O)(=O)c2ccc(-n3cccn3)cc2)c1 | -45%
CSC(C)C(=O)Nc1cccc(Cl)c1 (stereo not drawn) | 13%
COc1cc(C2CC(=O)Nc3c2c(C)nn3-c2ccc(Cl)nn2)cc(OC)c1OC (stereo not drawn) | 8%
COCC1CN(S(=O)(=O)c2ccc(F)cc2)CC12CCNCC2 (stereo not drawn) | -4%
C#CCOc1ccc(-c2nnc(Nc3cccc(C)c3)c3ccccc23)cc1 | ?
COc1ccc(-c2cnc3[nH]cc(CC(=O)NCc4cccnc4)c3c2)cn1 | ?
CCS(=O)(=O)c1ncc(N(Cc2cccc(F)c2)Cc2ccco2)c(C(=O)Nc2ccccc2Cl)n1 | -3%
Cc1cccc(NC2=NS(=O)(=O)c3ccccc32)c1C | -16%
CCOc1c(/C=N/O)cccc1OC | -11%
O=C(C1CCCO1)N1CCN(Cc2coc(-c3ccc(Cl)cc3)n2)CC1 (stereo not drawn) | 13%
CC(C)c1ccc(CCCN)cc1 | 15%
CNC(=O)N/N=C(\N)c1ccccn1 | 35%[activator]
CCN1CCN(C(=O)c2cn(Cc3ccccc3)nc2-c2ccc(C)c(C)c2)CC1 | 14%
CN1CCN(Cc2nc(C3(O)CCN(Cc4ccc(C(F)(F)F)cc4)CC3)cs2)CC1 | -20%
COc1ccc(NC(=O)Cn2c(=O)n(-c3ccc(OC)cc3)c(=O)c3ccc(C(=O)NCc4ccc(C)cc4)cc32)cc1 | ?
COc1nc2ccccc2nc1N1CCC(C(=O)Nc2ccc(F)cc2)CC1 | -8%
COc1ccc(-n2ncc(C(=O)N3CCN(C4CCCCC4)CC3)c2C2CCN(C(=O)OC(C)(C)C)CC2)cc1 | -15%
COc1ccc(-c2cc(C(=O)NCC(C)C)c3c(C4CCNC4)noc3n2)cc1 (stereo not drawn) | ?
CCCc1nc(C(=O)N2CCC3(CCc4ccccc43)CC2)cs1 | 9%
Cc1ccc(-c2csc(/C=C/c3ccc(C(F)(F)F)cc3)n2)cc1 | 8%
COc1ccc(-c2cc(C(=O)Oc3ccccc3)c3cc(C)ccc3n2)cc1 | -28%
COc1ccc(CNC(=O)C2(CC(=O)NC(C)(C)C)CCCC2)cc1 | -5%
O=C1NCCCCCCN(Cc2ccncc2)[C@@H]2CN(C(=O)c3ccncc3)CC[C@@H]12 | ?
CCn1c(C)ccc(C(=O)N[C@@H]2COCC[C@H]2Oc2ccccn2)c1=O | 28µM*
Nc1c(C(=O)Nc2ccccc2)sc2nc3c(cc12)CN(Cc1ccccc1)CC3 | ?
CCOC(=O)c1c(Nc2ccc(O)cc2)nnc(-c2ccccc2)c1-c1ccccc1 | 13%
COc1ccc(-c2noc(CC3CCN(C(=O)C4CC4)CC3)n2)cc1 | 30%
Cn1cc(-c2cc3n(n2)CCCN3C(=O)CCC(=O)N2CCCC2)c2ccccc21 | ?
Cc1ccc([N+](=O)[O-])cc1N=C/C(Br)=C/c1ccccc1 | ?

# Not a retest: an excerpt of the list.
SMILES | KDM5B inhibitor
CCOc1c(/C=N/O)cccc1OC | -11%
O=C(C1CCCO1)N1CCN(Cc2coc(-c3ccc(Cl)cc3)n2)CC1 (stereo not drawn) | 13%
CC(C)c1ccc(CCCN)cc1 | 15%
